Compound activity from PubChem BioAssay.
DDE Tn6 FP inh: inhibitors of Tn6 peptide binding to human fibrin DD(E); Fibrin DD(E) TRITC-Tn6 fluorescence polarization displacement; inhibition, % at 8.3 µM; 370,000 compounds, 0.21% hits; AID 720509;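 active = inhibition above a per-campaign cutoff: mean of compounds within control limits plus 3 SD, cut at about 15% in these data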;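 note: 0% = median of all compound wells on the plate and 100% = blocking peptide control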
ADAM10 inh: inhibits human ADAM10. O14672. recombinant ADAM10, EDANS/DABCYL FRET peptide cleavage, 3 h. inhibition, % at 7 µM. 370,000 compounds, 0.62% hits. AID 720582;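 active = inhibition above a per-campaign cutoff equal to the mean of compounds falling between control-based bounds plus 3 SD, cut at about 20% in these data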;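 note: 0% = DMSO wells while the 100% control is not disclosed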
Target sequence (O14672 214-748 limits assumed): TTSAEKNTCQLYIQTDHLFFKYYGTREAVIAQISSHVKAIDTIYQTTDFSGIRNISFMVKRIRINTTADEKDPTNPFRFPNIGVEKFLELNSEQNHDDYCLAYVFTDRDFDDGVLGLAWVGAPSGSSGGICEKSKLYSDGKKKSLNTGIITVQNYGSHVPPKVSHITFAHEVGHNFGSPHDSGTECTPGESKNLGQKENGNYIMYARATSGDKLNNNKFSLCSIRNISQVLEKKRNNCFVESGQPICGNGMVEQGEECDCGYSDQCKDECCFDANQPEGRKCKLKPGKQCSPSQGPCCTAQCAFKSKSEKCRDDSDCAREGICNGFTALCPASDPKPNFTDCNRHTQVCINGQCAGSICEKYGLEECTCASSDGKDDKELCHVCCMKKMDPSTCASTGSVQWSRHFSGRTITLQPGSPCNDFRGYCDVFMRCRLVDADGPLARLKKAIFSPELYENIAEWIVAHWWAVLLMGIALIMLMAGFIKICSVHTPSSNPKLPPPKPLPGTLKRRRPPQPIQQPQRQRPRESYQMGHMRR
TDP2 inh: TDP2 (human) inhibition, absorbance primary screen; AID 720702; recombinant TDP2, T5PNP hydrolysis, p-nitrophenol absorbance 415 nm; O95551; 370,000 compounds, 0.34% hits; inhibition, % at 12.8 µM;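 active = inhibition above the mean of all tested compounds plus 3 SD, set per campaign, cut at about 25% in these data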;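 note: 0% = DMSO with enzyme and 100% = buffer with substrate but no TDP2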
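System – recombinant human TDP2 · Amount – 120 nM TDP2 per well · Buffer or medium – Mg2+-containing Tris-HCl buffer, pH 7.5 · Reagent – T5PNP substrate, 5 mM · Dosing – 12.8 µM single point, 1% DMSO · Incubation – 2 h at 37 °C · Measured by – epi absorbance · Read-out basis – percent inhibition · Benchmarks – high control without enzyme, low control DMSO plus TDP2 · Repeats – singlicate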
ADAM17 inh: inhibits human ADAM17; recombinant ADAM17, EDANS/DABCYL FRET peptide cleavage; inhibition, % at 6.95 µM; AID 720648; P78536; 370,000 compounds, 0.83% hits;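 active = inhibition above the mean of compounds lying between control limits plus 3 SD, set per campaign, cut at about 8.5% in these data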;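 note: 0% = DMSO-only wells as the low control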
PLCb3 inh: blocks human PLC-beta3 enzyme activity; Purified PLC-beta3, fluorogenic substrate, fluorescence; inhibition, % at 12.2 µM; 370,000 compounds, 0.18% hits; in the data active = inhibition above about 11%;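 note: 0% = median of compound wells on plate and 100% = full blocker control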
SIAE primary: human SIAE inhibition, primary screen; Q9HAT2; SIAE FP-Rh probe binding, fluorescence polarization; inhibition, % at 9.66 µM; 370,000 compounds, 0.69% hits; AID 1053197;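 active = inhibition above a cutoff: mean of compounds within the control limits plus 3 SD of those, cut at about 17% in these data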;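 note: 0% = plate median of compound wells and 100% = probe without SIAE protein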
ARFGAP1 inhibitor: rat ARFGAP1 inhibition | inhibition, % at 16.5 µM | Arfgap1-stimulated ARF1 GTP hydrolysis, GDP FP detection | Q62848 | 360,000 compounds, 0.26% hits;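 active = inhibition above a per-plate limit, mean inhibition of low control wells plus 3 SD, cut at about 25% in these data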;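 note: 0% = DMSO wells with enzyme and 100% = wells lacking Arfgap1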
Target sequence (Q62848 1-136 limits assumed): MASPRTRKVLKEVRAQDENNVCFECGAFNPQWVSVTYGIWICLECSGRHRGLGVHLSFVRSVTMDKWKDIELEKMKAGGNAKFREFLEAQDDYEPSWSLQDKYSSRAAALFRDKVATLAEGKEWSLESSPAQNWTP
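Assay system: purified rat His6-Arfgap1 residues 1-136 (GAP domain); Reagent: human Δ17 ARF1 bound to GTP; Dosing: 16.5 µM single point, 1.26% DMSO; Times: GTP hydrolysis reaction 2 h at 25 °C; Signal: FP, GDP Alexa 633 tracer displaced from anti-GDP antibody, 620/688 nm; Measure: % inhibition from polarization.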
DDE Tn7 FP inh: disrupts Tn7 cyclic peptide binding to fibrin D-Dimer-E complex; 370,000 compounds, 0.13% hits; FP displacement of FITC-Tn7 peptide from fibrin DD(E); 0% = median of compound wells per plate; P02675; inhibition, % at 8.3 µM;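 active = inhibition above the mean of compounds falling within the control limits plus 3 SD of them, cut at about 14% in these data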;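 note: 0% = plate median of compound wells and 100% = 10 µM Aha-Tn7 peptide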
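Test system: human clot-derived fibrin DD(E) complex / Quantity: 2 µM final DD(E) protein / Incubation: 10 min plus 3 h, room temperature / Measured by: fluorescence polarization / Benchmarks: high control of 10 µM Aha-Tn7 peptide / Replicates: singlicate testing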
ASAP1 inh: ASAP1 ArfGAP inhibition. Q9ULH1. ASAP1-stimulated ARF1 GTP hydrolysis, GDP FP detection. inhibition, % at 16.5 µM. 360,000 compounds, 0.19% hits. AID 624377; in the data active = inhibition above about 25%;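 note: 0% = vehicle with enzyme and substrate and 100% = no enzyme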
PLC-gamma1 inh: PLC-gamma1 (human) inhibition, primary screen; purified PLC-gamma1, fluorogenic substrate, fluorescence; inhibition, % at 12.2 µM; 370,000 compounds, 0.84% hits; AID 720700; in the data active = inhibition above about 9.5%
* = called active by the depositor.

Abbreviations: A = DDE Tn6 FP inh; B = ADAM10 inh; C = TDP2 inh; D = ADAM17 inh; E = PLCb3 inh; F = SIAE primary; G = ARFGAP1 inhibitor; H = DDE Tn7 FP inh; I = ASAP1 inh; J = PLC-gamma1 inh
1. Clc1ccc2oc(-c3ccccc3)nc2c1
  A: -1.9; B: -0.9; C: 12.5; D: -6.0; E: 3.5; F: 3.3; G: 7.1; H: -5.0; I: -4.0; J: 1.2
2. Cc1csc(NC(=O)c2c(-c3c(F)cccc3Cl)noc2C)n1
  A: -2.3; B: 2.6; C: -10.7; D: 1.4; E: -15.8; F: -4.0; G: 0.6; H: 0.5; I: 9.9; J: -9.7
3. CCCc1cc(=O)[nH]c(SCCCCN2C(=O)c3ccccc3C2=O)n1
  A: -6.4; B: -3.3; C: 0.0; D: -0.4; E: -5.9; F: -1.4; G: -8.3; H: 2.7; I: 3.1; J: 0.2
4. Cc1noc(C)c1S(=O)(=O)Nc1ccccc1Cl
  A: -2.9; B: -7.1; C: 0.1; D: -5.5; E: -6.4; F: 12.3; G: -2.2; H: 6.4; I: -5.3; J: 0.2
5. CCOc1cc(/C=C2\CN(CC)C/C(=C\c3ccc(O)c(OCC)c3)C2=O)ccc1O
  A: 0.1; B: 6.0; C: -1.5; D: 0.4; E: -4.3; F: 10.8; G: -2.1; H: 1.3; I: 10.9; J: -4.4
6. COCc1c(C(=O)N/N=C/C2CC=CCC2)nnn1-c1nonc1N (stereo not drawn)
  A: 4.5; B: 4.9; C: 2.4; D: 1.8; E: 3.2; F: -1.2; G: -7.1; H: 9.5; I: -5.2; J: 3.7
7. NC(=O)c1cc(S(=O)(=O)NCc2cccs2)cs1
  A: -1.7; B: -8.7; C: -8.6; D: 0.2; E: -7.5; F: -0.1; G: 15.8; H: -3.5; I: -4.7; J: 0.9
8. CCN(CC)C(=O)Oc1ccc2c(=O)c(-c3ccc(OC)cc3)coc2c1
  A: -0.3; B: -7.6; C: 6.8; D: -0.2; E: -3.8; F: 4.1; G: 1.8; H: 3.9; I: 3.4; J: -4.2
9. CCN(CC)S(=O)(=O)c1cc(OC)c(C)cc1C
  A: 8.3; B: -8.5; C: -10.9; D: 0.1; E: 2.4; F: -4.0; G: -7.7; H: -6.6; I: -2.6; J: 2.1
10. CC(=O)Nc1ccc(Nc2nc(-c3sc(NC(C)=O)nc3C)cs2)cc1
  A: -5.8; B: -14.9; C: 3.2; D: -3.4; E: -58.8; F: -36.1; G: 0.0; H: -4.3; I: 19.2; J: -36.4
11. O/N=C/c1cn(-c2ccccc2)nc1-c1ccc2c(c1)OCCO2
  A: -2.8; B: 11.6; C: -20.7; D: 7.0; E: 0.1; F: -12.3; G: 3.7; H: -9.6; I: -0.4; J: 5.6
12. COc1ccc(/C=C/C(=O)Nc2cc(C)nn2-c2nc3ccccc3[nH]2)cc1
  A: -8.4; B: -1.8; C: -3.7; D: -0.5; E: -6.9; F: -5.2; G: 3.1; H: 3.3; I: -0.2; J: -6.5
13. c1ccc2sc(N3CCCN(Cc4nc(-c5cnccn5)no4)CC3)nc2c1
  A: 2.1; B: 0.2; C: 7.9; D: -5.1; E: -6.5; F: 2.9; G: 8.3; H: 5.4; I: -11.7; J: 2.5
14. CS(=O)(=O)c1ccc(NC(=O)CCN2C(=O)C3CC=CCC3C2=O)cc1 (stereo not drawn)
  A: 1.2; B: -4.7; C: 5.2; D: -4.7; E: -7.9; F: 10.2; G: -8.4; H: -0.7; I: -1.0; J: 4.8
15. O=[N+]([O-])c1cccc(C=NNc2ccccc2)c1
  A: -1.7; B: -17.1; C: -7.9; D: -2.3; E: 0.2; F: 3.7; G: -0.1; H: 3.2; I: -0.1; J: -0.4
16. CCCOc1ccc(C(=O)Nc2ccc(S(=O)(=O)N3CCN(C)CC3)cc2)cc1
  A: -2.0; B: -5.6; C: -3.9; D: 0.7; E: -6.9; F: -2.5; G: 11.8; H: -4.5; I: 6.2; J: 4.7
17. COC1OC(CO)C(N(C)C(C)=O)C1O (stereo not drawn)
  A: -1.4; B: -2.6; C: 2.8; D: 0.2; E: 6.1; F: -1.5; G: 9.4; H: 2.0; I: -3.3; J: 5.0
18. COC(=O)C1C(=O)C2=C(CC1C)Nc1ccccc1NC2c1cccs1 (stereo not drawn)
  A: 4.1; B: 5.7; C: -3.6; D: 0.6; E: -3.2; F: 1.5; G: -1.6; H: 2.5; I: 0.0; J: -5.7
19. COc1ccc(N(C(=O)c2ccco2)S(=O)(=O)c2cc(OC)ccc2OC)cc1
  A: -1.5; B: 6.2; C: 4.0; D: 3.8; E: 5.5; F: -0.1; G: 4.8; H: -8.9; I: -5.0; J: 0.7
20. COc1ccc(NC(=O)CN(C)C(=O)CSc2nc3ccccc3s2)cc1
  A: 0.6; B: -3.6; C: 18.9; D: -4.8; E: -254.4; F: -17.5; G: 5.4; H: 11.3; I: 12.0; J: -3.2
21. c1ccc2c(c1)nc1n2CCC1
  A: 6.5; B: -9.2; C: 6.1; D: 2.8; E: 6.8; F: -6.4; G: -10.6; H: 4.4; I: -2.8; J: -0.6
22. N#Cc1c(N2CCN(C(=O)c3ccccc3Cl)CC2)nc(-c2ccccc2)c2c1CCCC2
  A: -10.1; B: -98.8; C: 3.2; D: -30.1; E: -129.6; F: -1.7; G: 2.7; H: 8.1; I: -4.1; J: -95.9
23. O=C1N=C(N2CCOCC2)CS1
  A: 3.6; B: 0.1; C: 1.5; D: -2.0; E: 2.7; F: 2.4; G: 12.0; H: -0.6; I: -5.7; J: 0.1
24. CCCCCC1CC(CC(=O)NC(=S)Nc2ccc([N+](=O)[O-])cc2)C(=O)O1 (stereo not drawn)
  A: -1.4; B: 9.5; C: -6.2; D: -1.8; E: 1.3; F: 3.9; G: 0.1; H: 4.0; I: -0.3; J: 0.8

Sorted by molar mass (highest first): some entries from above.
Abbreviations: A = DDE Tn6 FP inh; B = ADAM10 inh; C = TDP2 inh; D = ADAM17 inh; E = PLCb3 inh; F = SIAE primary; G = ARFGAP1 inhibitor; H = DDE Tn7 FP inh; I = ASAP1 inh; J = PLC-gamma1 inh
22. N#Cc1c(N2CCN(C(=O)c3ccccc3Cl)CC2)nc(-c2ccccc2)c2c1CCCC2
  A: -10.1; B: -98.8; C: 3.2; D: -30.1; E: -129.6; F: -1.7; G: 2.7; H: 8.1; I: -4.1; J: -95.9
5. CCOc1cc(/C=C2\CN(CC)C/C(=C\c3ccc(O)c(OCC)c3)C2=O)ccc1O
  A: 0.1; B: 6.0; C: -1.5; D: 0.4; E: -4.3; F: 10.8; G: -2.1; H: 1.3; I: 10.9; J: -4.4
16. CCCOc1ccc(C(=O)Nc2ccc(S(=O)(=O)N3CCN(C)CC3)cc2)cc1
  A: -2.0; B: -5.6; C: -3.9; D: 0.7; E: -6.9; F: -2.5; G: 11.8; H: -4.5; I: 6.2; J: 4.7
2. Cc1csc(NC(=O)c2c(-c3c(F)cccc3Cl)noc2C)n1
  A: -2.3; B: 2.6; C: -10.7; D: 1.4; E: -15.8; F: -4.0; G: 0.6; H: 0.5; I: 9.9; J: -9.7
11. O/N=C/c1cn(-c2ccccc2)nc1-c1ccc2c(c1)OCCO2
  A: -2.8; B: 11.6; C: -20.7; D: 7.0; E: 0.1; F: -12.3; G: 3.7; H: -9.6; I: -0.4; J: 5.6
7. NC(=O)c1cc(S(=O)(=O)NCc2cccs2)cs1
  A: -1.7; B: -8.7; C: -8.6; D: 0.2; E: -7.5; F: -0.1; G: 15.8; H: -3.5; I: -4.7; J: 0.9
15. O=[N+]([O-])c1cccc(C=NNc2ccccc2)c1
  A: -1.7; B: -17.1; C: -7.9; D: -2.3; E: 0.2; F: 3.7; G: -0.1; H: 3.2; I: -0.1; J: -0.4
17. COC1OC(CO)C(N(C)C(C)=O)C1O (stereo not drawn)
  A: -1.4; B: -2.6; C: 2.8; D: 0.2; E: 6.1; F: -1.5; G: 9.4; H: 2.0; I: -3.3; J: 5.0
23. O=C1N=C(N2CCOCC2)CS1
  A: 3.6; B: 0.1; C: 1.5; D: -2.0; E: 2.7; F: 2.4; G: 12.0; H: -0.6; I: -5.7; J: 0.1
